Source: PubChem BioAssay (Broad Institute)
NFkB SMM: binders of human NF-kappa-B p105. P19838. Small molecule microarray, anti-His fluorescence binding. calls only. 1.3% of 17,000 active. AID 624139;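 active = spot fluorescence over background significantly raised, with a chance value under 7% in all four replicate spots of the compound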;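 also: probe protein is his-tagged human p50 processed subunit at 1 µg/ml; raw spot fluorescence signals with no normalization applied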
Target sequence (P19838 1-433 limits assumed): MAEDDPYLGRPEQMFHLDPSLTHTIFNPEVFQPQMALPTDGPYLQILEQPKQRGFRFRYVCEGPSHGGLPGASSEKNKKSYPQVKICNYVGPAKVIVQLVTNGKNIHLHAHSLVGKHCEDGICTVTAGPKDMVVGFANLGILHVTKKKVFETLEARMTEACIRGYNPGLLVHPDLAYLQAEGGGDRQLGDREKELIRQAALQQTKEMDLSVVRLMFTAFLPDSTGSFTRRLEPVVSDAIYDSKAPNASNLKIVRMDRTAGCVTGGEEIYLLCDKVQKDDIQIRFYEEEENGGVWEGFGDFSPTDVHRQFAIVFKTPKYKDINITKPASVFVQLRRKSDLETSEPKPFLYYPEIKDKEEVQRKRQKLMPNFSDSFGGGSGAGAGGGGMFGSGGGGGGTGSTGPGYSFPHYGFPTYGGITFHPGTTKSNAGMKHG
Calls only; i = inactive; + = active, no number. Only part of the results is shown; the hit share may differ from the screen's.

SMILES | NFkB SMM
C[C@@H]1CN([C@H](C)CO)C(=O)Cc2cc(NS(=O)(=O)c3cn(C)cn3)ccc2O[C@H]1CN(C)C | i
C[C@@H]1CN([C@H](C)CO)C(=O)Cc2cc(NC(=O)Nc3ccccc3)ccc2O[C@H]1CN(C)C(=O)Nc1ccccc1 | i
Cc1noc(C)c1NC(=O)Nc1ccc2c(c1)C(=O)N([C@@H](C)CO)C[C@@H](C)[C@@H](CN(C)C)OCCCC[C@@H](C)O2 | i
Cc1noc(C)c1NC(=O)Nc1ccc2c(c1)C(=O)N([C@@H](C)CO)C[C@@H](C)[C@H](CN(C)C(=O)Nc1cccc3ccccc13)O2 | i
CC(C)OC(=O)c1cn(Cc2c(F)cccc2F)c2sc(-c3ccc(NC(=O)C(C)C)cc3)c(CN(C)Cc3ccccc3)c2c1=O | +
C[C@@H]1CN([C@@H](C)CO)C(=O)c2cccc(NC(=O)Nc3ccc4c(c3)OCO4)c2O[C@H]1CN(C)C | i
C[C@H](CO)N1C[C@H](C)[C@H](CN(C)C(=O)Nc2ccccc2)Oc2ccc(NC(=O)CCCN(C)C)cc2C1=O | i
CC(C)NC(=O)Nc1ccc2c(c1)C(=O)N([C@H](C)CO)C[C@@H](C)[C@@H](CN(C)Cc1ccccc1)OCCCC[C@@H](C)O2 | i
Cc1cc(C)c(S(=O)(=O)NCC(=O)O)c(C)c1 | i
Cc1noc(C)c1S(=O)(=O)Nc1cccc2c1O[C@@H](CN(C)Cc1ccncc1)[C@@H](C)CN([C@@H](C)CO)C2=O | i
C[C@H]1CN([C@@H](C)CO)C(=O)c2cc(NC(=O)C3CC3)ccc2O[C@H]1CN(C)S(=O)(=O)c1cccs1 | i
C[C@H](CO)N1C[C@H](C)[C@H](CN(C)C(=O)NC2CCCCC2)Oc2ccc(NC(=O)Nc3ccc4c(c3)OCO4)cc2CC1=O | i
Cc1ccc(-n2c(SCC(N)=O)nnc2-c2ccco2)cc1 | i
Cc1noc(C)c1S(=O)(=O)Nc1ccc2c(c1)C(=O)N([C@H](C)CO)C[C@H](C)[C@@H](CN(C)C(=O)NC(C)C)OCCCC[C@@H](C)O2 | i
COC(=O)c1c2oc(c1C(=O)OC)C(=O)N(C)Cc1cn(nn1)C[C@H](Cc1ccccc1)NC(=O)N[C@H](CO)CC2 | i
Cc1noc(C)c1NC(=O)Nc1cccc2c1O[C@@H](CN(C)C(=O)NC1CCCCC1)[C@H](C)CN([C@@H](C)CO)C2=O | i
Cn1c(S(=O)(=O)CC(N)=O)nc2ccccc21 | i
N#CCCN(CCC#N)C(=O)C1c2ccccc2Oc2ccccc21 | i
CCS(=O)(=O)N(C)[C@H]1c2cc(C#N)ccc2OC(C)(C)[C@@H]1O | i
CC(C)NC(=O)Nc1ccc2c(c1)C(=O)N([C@H](C)CO)C[C@H](C)[C@@H](CN(C)S(=O)(=O)c1cn(C)cn1)OCCCC[C@@H](C)O2 | i
C[C@@H]1CN([C@@H](C)CO)C(=O)c2cccc(NC(=O)c3ccncc3)c2O[C@@H]1CN(C)S(=O)(=O)c1cn(C)cn1 | i
Cc1noc(C)c1NC(=O)N(C)C[C@@H]1Oc2ccc(NC(=O)c3ccncc3)cc2CC(=O)N([C@@H](C)CO)C[C@H]1C | i
O=C(O)C1CC=CCC1C(=O)Nc1ccccc1 (configuration not stated) | i
C[C@H](CO)N1C[C@H](C)[C@H](CN(C)C(=O)Nc2ccccc2)Oc2ccc(NC(=O)c3ccncc3)cc2CC1=O | i
Cc1noc(C)c1S(=O)(=O)N(C)C[C@@H]1Oc2ccc(NC(=O)Cc3cn(C)c4ccccc34)cc2CC(=O)N([C@@H](C)CO)C[C@@H]1C | i
CNC[C@@H]1OCCCC[C@H](C)Oc2ccc(NC(=O)C3CCCCC3)cc2C(=O)N([C@@H](C)CO)C[C@@H]1C | i
Cc1ccc(NC(=O)C(Cc2ccccc2)N2C(=O)C3C4CCC(C4)C3C2=O)cc1[N+](=O)[O-] (configuration not stated) | i
CC(C)(C)[C@@H]1C=C(C(=O)N2CCOCC2)O[C@H](OCc2ccc(CO)cc2)C1 | i
O=C(Nc1cccc(NS(=O)(=O)c2cccc([N+](=O)[O-])c2)c1)c1cccs1 | i
COc1ccc(C(=O)c2ccccc2)c(Oc2nc([N+](=O)[O-])nn2C)c1 | i
C[C@@H]1CCCCO[C@H](CN(C)C(=O)c2ccncc2)[C@H](C)CN([C@@H](C)CO)C(=O)c2cc(N(C)C)ccc2O1 | i
CNC[C@@H]1OCCCC[C@@H](C)Oc2ccc(NC(=O)c3ccccc3)cc2C(=O)N([C@@H](C)CO)C[C@H]1C | i
C[C@H](CO)N1C[C@H](C)[C@H](CN(C)S(=O)(=O)c2ccccc2)Oc2ccc(NS(=O)(=O)c3cccs3)cc2CC1=O | i
C[C@H]1CN([C@@H](C)CO)C(=O)CCCn2nncc2CO[C@H]1CN(C)S(=O)(=O)c1ccc2ccccc2c1 | i
CC(=O)OCC/C(=C\CC1(O)C(C)CCC2C(C)(C)CCCC21C)COC(C)=O (configuration not stated) | i
C[C@H]1ON(c2ccc(C(=O)OC(C)(C)C)cc2)[C@@H](c2ccc(O)cc2)[C@@H]1C(=O)N1C(=O)OC[C@@H]1c1ccccc1 | i

Another view of part of the listing above:
| SMILES | NFkB SMM |
| --- | --- |
| CNC[C@@H]1OCCCC[C@H](C)Oc2ccc(NC(=O)C3CCCCC3)cc2C(=O)N([C@@H](C)CO)C[C@@H]1C | i |
| C[C@@H]1CCCCO[C@H](CN(C)C(=O)c2ccncc2)[C@H](C)CN([C@@H](C)CO)C(=O)c2cc(N(C)C)ccc2O1 | i |

(cont.)
SMILES | NFkB SMM
C[C@H](CO)N1C[C@H](C)[C@@H](CN(C)Cc2ccc3c(c2)OCO3)Oc2c(NS(C)(=O)=O)cccc2C1=O | i
CC(=O)Nc1ccc(NC(=O)CSc2nnc3c4ccccc4n(C)c3n2)cc1 | i
C[C@@H]1CN([C@H](C)CO)C(=O)c2cc(NS(C)(=O)=O)ccc2O[C@@H](C)CCCCO[C@H]1CN(C)S(=O)(=O)c1cccs1 | i
COc1ccc(CN(C)C[C@H]2Oc3c(NC(=O)Nc4ccc5c(c4)OCO5)cccc3C(=O)N([C@H](C)CO)C[C@@H]2C)cc1 | i
C[C@@H]1CCCCO[C@H](CN(C)S(=O)(=O)c2cccs2)[C@@H](C)CN([C@@H](C)CO)C(=O)c2cc(NS(C)(=O)=O)ccc2O1 | i
CC(C)(C)[C@H]1C=C(C(=O)N2CCOCC2)O[C@@H](OCCCCO)C1 | i
Cc1nn2c(CN(C(=O)CN3CCOCC3)c3ccccc3)nnc2c2ccccc12 | i
OCC(Cc1ccc2c(c1)OCO2)C(CO)Cc1ccc2c(c1)OCO2 (configuration not stated) | i
C[C@@H]1O[C@@H](O[C@H]2[C@H](OC(=O)[C@]34CCC(C)(C)C[C@H]3C3=CCC5[C@@]6(C)C[C@H](O)[C@H](O[C@@H]7O[C@H](CO)[C@@H](O)[C@H](O)[C@H]7O)[C@@](C)(CO)C6[C@H](O)C[C@@]5(C)[C@]3(C)CC4)OC[C@H](O)[C@@H]2O)[C@H](O)[C@H](O)[C@H]1O[C@@H]1OC[C@@H](O)[C@H](O[C@@H]2OC[C@](O)(CO)[C@H]2O)[C@H]1O (some centres not stated) | i
C[C@@H]1CN([C@H](C)CO)C(=O)c2cc(NC(=O)CCC(F)(F)F)ccc2O[C@@H](C)CCCCO[C@@H]1CN(C)Cc1ccccc1 | i
C[C@H]1CN([C@@H](C)CO)C(=O)Cc2cc(NC(=O)CCN3CCOCC3)ccc2O[C@@H]1CN(C)S(C)(=O)=O | i
CCC(c1nc2ccccc2c(=O)n1-c1ccccn1)N1C(=O)c2ccccc2C1=O (configuration not stated) | i

Fetched by compound from the list above (4):
SMILES | NFkB SMM
C[C@H](CO)N1C[C@H](C)[C@H](CN(C)C(=O)NC2CCCCC2)Oc2ccc(NC(=O)Nc3ccc4c(c3)OCO4)cc2CC1=O | i
C[C@H](CO)N1C[C@H](C)[C@H](CN(C)C(=O)Nc2ccccc2)Oc2ccc(NC(=O)c3ccncc3)cc2CC1=O | i
N#CCCN(CCC#N)C(=O)C1c2ccccc2Oc2ccccc21 | i
CC(=O)Nc1ccc(NC(=O)CSc2nnc3c4ccccc4n(C)c3n2)cc1 | i

Additional results:
SMILES | NFkB SMM
CNC[C@@H]1Oc2ccc(NC(=O)Nc3c(C)noc3C)cc2CC(=O)N([C@@H](C)CO)C[C@@H]1C | i
C[C@H](CO)N1C[C@H](C)[C@@H](CN(C)CC2CC2)Oc2ccc(NC(=O)Nc3ccc(F)cc3)cc2CC1=O | i
COc1ccccc1OCC(=O)Nc1cccc(-c2nnc(-c3ccccc3)o2)c1 | i
Cc1cc(C(=O)Nc2cccc3c2O[C@@H](CN(C)C(=O)NC2CCCCC2)[C@@H](C)CN([C@H](C)CO)C3=O)n(C)n1 | i
CC(C)NC(=O)Nc1ccc2c(c1)CC(=O)N([C@@H](C)CO)C[C@@H](C)[C@H](CN(C)Cc1ccc(C(F)(F)F)cc1)O2 | i
COc1ccccc1CNS(=O)(=O)c1cc(C)ccc1OC | i
C=CC[C@]1(C(=O)OC)COC(c2ccc(OCCCO)cc2)=N1 | i
C[C@@H]1CN([C@@H](C)CO)C(=O)c2cc(NC(=O)CCCN(C)C)ccc2O[C@@H](C)CCCCO[C@@H]1CN(C)S(=O)(=O)c1ccccc1 | i
C/C=C(\C)C(=O)OC1CCC(=O)OC1/C=C/C(O)C(C)O (configuration not stated) | i
C[C@@H]1CN([C@H](C)CO)C(=O)Cc2cc(NC(=O)NC3CCCCC3)ccc2O[C@@H]1CN(C)S(C)(=O)=O | i
C[C@@H]1CN([C@H](C)CO)C(=O)Cc2cc(NC(=O)NC3CCCCC3)ccc2O[C@H]1CN(C)S(=O)(=O)c1ccc(Cl)cc1 | i
O=S(=O)(c1ccccc1)N(CC(F)(F)F)c1ccc(C(O)(C(F)(F)F)C(F)(F)F)cc1 | i
C[C@H](CO)N1C[C@H](C)[C@@H](CN(C)S(=O)(=O)c2cn(C)cn2)Oc2ccc(NC(=O)C3CC3)cc2CC1=O | i
C[C@@H]1CN([C@@H](C)CO)C(=O)Cc2cc(NS(=O)(=O)c3cn(C)cn3)ccc2O[C@H]1CN(C)Cc1ccccc1 | i
O=C(O)CCC(=O)Nc1ccc(Br)c(Cl)c1 | i
C[C@@H]1CN([C@@H](C)CO)C(=O)c2cc(NS(=O)(=O)c3cn(C)cn3)ccc2O[C@@H](C)CCCCO[C@H]1CN(C)S(=O)(=O)c1cn(C)cn1 | i
CNC[C@@H]1OCCCC[C@H](C)Oc2ccc(N(C)C)cc2C(=O)N([C@@H](C)CO)C[C@H]1C | i
COc1ccc(NC(=O)CSc2nnc(-c3ccco3)n2-c2ccccc2)cc1 | i
O=C(c1ccc(Nc2nccc(-c3cc4ccccc4s3)n2)cc1)N1CCC(N2CCCC2)CC1 | i
Nc1nc(Cl)nc2c1ncn2C1OC(CO)C(O)C1F (configuration not stated) | i
O=C(Cn1nnc2ccccc21)c1ccc(Oc2ccc([N+](=O)[O-])cc2)cc1 | i
CC(=O)Cc1cc(O)cc2oc(C)cc(=O)c12 | i
OCC1=CC[C@@H]2C=CO[C@@H](O[C@@H]3O[C@H](CO)[C@@H](O)[C@H](O)[C@H]3O)[C@H]12 | i
O=[N+]([O-])c1cc(C(F)(F)F)ccc1N(CCO)CCO | i
CCc1cc2c(SCc3nc4ccccc4[nH]3)ncnc2s1 | i
C[C@@H]1CCCCO[C@H](CN(C)Cc2ccccc2)[C@@H](C)CN([C@H](C)CO)C(=O)c2cc(NS(=O)(=O)c3ccc(Cl)cc3)ccc2O1 | i
Cc1noc(C)c1NC(=O)Nc1cccc2c1O[C@@H](CN(C)S(=O)(=O)c1cn(C)cn1)[C@H](C)CN([C@H](C)CO)C2=O | i
C[C@H](CO)N1C[C@H](C)[C@@H](CN(C)Cc2ccc(Cl)c(Cl)c2)Oc2c(NC(=O)C3CCCCC3)cccc2C1=O | i
Cc1noc(C)c1NC(=O)Nc1ccc2c(c1)CC(=O)N([C@@H](C)CO)C[C@H](C)[C@@H](CN(C)C)O2 | i
C[C@H](CO)N1C[C@H](C)[C@@H](CN(C)C(=O)Nc2ccc(-c3cccs3)cc2)OCc2cn(nn2)CCCC1=O | i
CC(C)NC(=O)N(C)C[C@H]1Oc2ccc(NC(=O)CCN3CCOCC3)cc2CC(=O)N([C@@H](C)CO)C[C@H]1C | i
CNC[C@@H]1Oc2ccc(NC(=O)Nc3ccc(OC)cc3)cc2C(=O)N([C@@H](C)CO)C[C@@H]1C | i
CCOC(=O)c1cnc2c(C)c(C)ccc2c1NCCN(C)C | i
COC(=O)N(C)C[C@@H]1OCc2cnnn2CCCC(=O)N([C@@H](C)CO)C[C@H]1C | i
Cc1noc(C)c1S(=O)(=O)N(C)C[C@@H]1Oc2ccc(NC(=O)Nc3ccc(F)cc3)cc2CC(=O)N([C@@H](C)CO)C[C@@H]1C | i
CCOC(=O)c1cc(C)n(CCCN2CCOCC2)c1C | i

Given tab-delimited: entries from further up.
molecule	NFkB SMM
Cc1noc(C)c1NC(=O)Nc1cccc2c1O[C@@H](CN(C)S(=O)(=O)c1cn(C)cn1)[C@H](C)CN([C@H](C)CO)C2=O	i
CNC[C@@H]1Oc2ccc(NC(=O)Nc3ccc(OC)cc3)cc2C(=O)N([C@@H](C)CO)C[C@@H]1C	i
C[C@H](CO)N1C[C@H](C)[C@@H](CN(C)Cc2ccc(Cl)c(Cl)c2)Oc2c(NC(=O)C3CCCCC3)cccc2C1=O	i

Further compounds:
SMILES | NFkB SMM
C[C@H](CO)N1C[C@H](C)[C@@H](CN(C)Cc2ccc(C(=O)O)cc2)Oc2ccc(NC(=O)Nc3ccccc3)cc2CC1=O | i
CC(C)NC(=O)Nc1ccc2c(c1)C(=O)N([C@H](C)CO)C[C@H](C)[C@@H](CN(C)S(=O)(=O)c1cn(C)cn1)OCCCC[C@H](C)O2 | i
C[C@H]1CN([C@@H](C)CO)C(=O)CCCn2nncc2CO[C@H]1CN(C)C(=O)C1CC1 | i
O=C1O[C@H](c2ccccc2)[C@H](c2ccccc2)N2[C@H]1[C@@H](C(=O)N1CCCCCCC1)[C@]1(C(=O)Nc3ccc(C#CC4(O)CCCCCC4)cc31)[C@H]2c1ccc(OCCO)cc1 | +
C[C@@H]1CN([C@H](C)CO)C(=O)Cc2cc(NC(=O)NC3CCCCC3)ccc2O[C@@H]1CN(C)Cc1ccc2c(c1)OCO2 | i
